# PglD inh: blocks C. jejuni PglD acetyltransferase activity; purified PglD enzyme, DTNB colorimetric CoA detection; inhibition, % at 12.5 µM; actives 0.098% (n = 360,000); in the data active = inhibition above about 16%, passing the limit was not always enough; inconclusive = no clear call, values can overlap the other calls; also: strong numbers were not always called active
# S100A4 inh HTS: S100A4-myosin IIA interaction inhibition | P26447 | S100A4/TAMRA-MyoIIA peptide fluorescence polarization | inhibition, % at 10.7 µM | actives 0.14% (n = 360,000);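 active = mean inhibition of at least 70% across replicates, with every replicate also reaching that level; inconclusive = mean inhibition reaches 70% but some replicates fall short; inactive = mean inhibition below 70%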
# Target sequence (P26447 whole entry, looked up): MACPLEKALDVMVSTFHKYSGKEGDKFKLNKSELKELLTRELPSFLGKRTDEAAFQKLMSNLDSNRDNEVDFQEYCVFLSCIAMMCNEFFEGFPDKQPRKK
#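 Test system: S100A4 monomer protein. Medium: HEPES buffer with Ca2+, pH 7.2. Reagent: fluorescent myosin IIA peptide, 5 nM. Compound dosing: single-point compound testing. Timing: 5 min between mix addition and reading. Benchmarks: DMSO neutral and TFP positive wells.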
# Statin myotox sup: suppression of simvastatin myotoxicity. C2C12 myotubes + simvastatin, ATP luminescence, 48 h; scaled: DMSO 0, geranylgeraniol control 100. AID 602340. actives 0.78% (n = 330,000). rescue of ATP level, % at 7.49 µM;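 active = mean ATP rescue above about 67%, or every replicate alone reaching that limit, limit read from the data, passing the limit was not always enough; inconclusive = no clear call, values can overlap the other calls; inactive = mean under the limit and some replicate under it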;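 also: myotubes were challenged with 10 µM simvastatin during compound exposure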
# ERp5 inh: inhibitors of human ERp5; ERp5 insulin aggregation, absorbance 650 nm, 90 min; inhibition, % at 9.99 µM; actives 0.05% (n = 350,000);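 active = mean replicate inhibition above about 25%, with every replicate also reaching it, limit read from the data, passing the limit was not always enough; inconclusive = only one of those two criteria met; inactive = neither criterion met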
# E-selectin induc: E-selectin induction on HUVECs; HUVEC E-selectin immunofluorescence imaging; normalized: neutral wells 0, TNF-alpha wells 100; activation, % at 7.58 µM; AID 686992; actives 0.37% (n = 260,000); P16581;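 active = mean E-selectin-positive cell signal at least 10% of the positive control, reached in at least 60% of replicates, without over 20% cell loss; inconclusive = no rule given, readout overlaps actives, possibly toxicity-flagged; inactive = the rest, including those meeting only one limit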;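 also: in these data hits start at about 27%; measured in HUVEC primary endothelial cells; signal is the percent of cells scored E-selectin positive by PE staining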
# Target sequence (P16581 whole entry, looked up): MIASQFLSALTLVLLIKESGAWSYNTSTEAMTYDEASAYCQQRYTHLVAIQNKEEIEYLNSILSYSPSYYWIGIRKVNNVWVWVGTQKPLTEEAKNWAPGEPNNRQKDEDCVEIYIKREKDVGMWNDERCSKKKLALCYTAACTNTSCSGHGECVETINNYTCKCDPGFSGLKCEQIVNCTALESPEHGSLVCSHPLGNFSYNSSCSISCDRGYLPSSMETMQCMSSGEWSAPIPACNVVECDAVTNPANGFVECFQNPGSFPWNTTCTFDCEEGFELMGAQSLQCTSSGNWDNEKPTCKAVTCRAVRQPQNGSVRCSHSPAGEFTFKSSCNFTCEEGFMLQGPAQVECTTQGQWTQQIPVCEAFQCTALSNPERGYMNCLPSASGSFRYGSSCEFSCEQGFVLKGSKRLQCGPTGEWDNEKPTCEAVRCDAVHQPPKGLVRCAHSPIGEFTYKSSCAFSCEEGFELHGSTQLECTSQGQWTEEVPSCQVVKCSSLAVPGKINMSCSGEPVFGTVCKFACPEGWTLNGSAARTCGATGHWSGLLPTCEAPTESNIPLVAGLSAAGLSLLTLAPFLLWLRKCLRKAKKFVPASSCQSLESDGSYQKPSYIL
#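 Test system: HUVEC | Signal: Immunofluorescence imaging | Read-out: Percent E-selectin-positive cells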
# SIRT5 block: inhibitors of human sirtuin-5 desuccinylase; Q9NXA8; Purified SirT5, succinyl-peptide AMC, trypsin-coupled fluorescence; inhibition, % at 15 µM; actives 1.1% (n = 330,000); in the data active = inhibition above about 15%; inconclusive = no clear call, values can overlap the other calls
# Target sequence (Q9NXA8 whole entry, looked up): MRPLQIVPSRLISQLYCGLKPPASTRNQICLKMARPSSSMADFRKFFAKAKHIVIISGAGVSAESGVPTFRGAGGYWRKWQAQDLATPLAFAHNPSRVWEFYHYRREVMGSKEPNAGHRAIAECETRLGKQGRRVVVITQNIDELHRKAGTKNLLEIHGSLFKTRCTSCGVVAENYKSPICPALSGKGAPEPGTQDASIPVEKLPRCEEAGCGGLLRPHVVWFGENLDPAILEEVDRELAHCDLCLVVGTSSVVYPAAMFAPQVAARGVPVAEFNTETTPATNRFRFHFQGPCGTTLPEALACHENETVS
# DENV2 CPE: protects cells from dengue virus 2 cytopathic effect. DENV2-infected cells, cytopathic effect rescue, plate reader. CPE inhibition, % at 9.99 µM. actives 1.7% (n = 350,000); in the data active = CPE inhibition above about 20%, passing the limit was not always enough; inconclusive = no clear call, values can overlap the other calls; tested in BHK-21 cells;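 also: 0% = median of neutral control wells and 100% = median of positive control wells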
# The depositor's hits bear a star; ? = inconclusive; nt = no result given; & = joins results of further samples.
SMILES,PglD inh,S100A4 inh HTS,Statin myotox sup,ERp5 inh,E-selectin induc,SIRT5 block,DENV2 CPE
C[C@@H]1CN([C@@H](C)CO)C(=O)CCCn2nncc2CO[C@@H]1CN(C)C(=O)Oc1ccccc1,-1&0&-1,0&7&4,-1&7&15,0&0&-2,-0.1&0.0,1&2&0,-1&6&-2
Cc1ccc(C2=NN(CCC(=O)N3CCC4(CC3)OCCO4)C(=O)CC2)cc1,nt,-3,nt,-1,0.0,-2,0
CC1=NN=C(c2ccc(N)cc2)c2cc3c(cc2C1)OCO3,3,-12,2,-3,0.0,0,9
Cc1[nH]c2ccccc2c1C(=O)C(=O)N1CC2CC(C1)c1cccc(=O)n1C2 (stereo not given),nt,-15,nt,5,nt,-3,nt
CC(Cc1ccccc1Sc1ccccc1)N(C)C (stereo not given),-3,-2,-29,0,nt,nt,1
O=C(O)c1ccccc1-c1ccc(C=C2C(=O)N(c3ccccc3)C(=S)N(c3ccccc3)C2=O)o1,3,-16,3,1,nt,9,5
CN(C)[C@@H]1C(=O)C(C(N)=O)=C(O)[C@@]2(O)C(=O)C3=C(O)c4c(O)ccc(Cl)c4[C@@](C)(O)[C@H]3C[C@@H]12,9,-7,3,6,nt,3,0
CCN(CC)C(=O)Cn1cc(C=C2C(=O)N(C)C(=O)N(C)C2=O)c2ccccc21,8,7,-27,-2,nt,0,0
O=C(Cc1ccccc1)N1C[C@@H]2[C@H](c3ccccc31)[C@H](CO)N2Cc1ccccc1,0,10,22,1,-0.1,1,?
COc1ccc(NC2(C#N)CCCCC2)cc1,-3,4,2,-7,5.4,nt,4
CN1C2CCC1CC(OC(c1ccccc1)c1ccc(Cl)cc1)C2 (stereo not given),nt,1,nt,7,nt,nt,?
O=c1cccc2n1CC1CC2CN(S(=O)(=O)c2ccc(F)cc2)C1 (stereo not given),nt,5,nt,-4,nt,2,0
Cc1nn(Cc2ccccc2)c(Cl)c1C(=O)OCC(=O)NCC1CCCO1 (stereo not given),nt,5,nt,-2,nt,-2,2
CC(NCC#Cc1ccccc1)C(O)c1ccccc1 (stereo not given),nt,-4,nt,0,-0.3,-2,6
COC(=O)C1=C(c2c(C)noc2C)C[C@@H]2CC[C@H]1N2C(=O)N1CCC(O)CC1,2,-3,-2,0,0.9,nt,2
COc1ccc(C(=O)C2CCCN(Cc3cnc(C)s3)C2)cc1OC (stereo not given),nt,2,nt,0,0.1,-4,-1
CCCCOC(=O)c1ccccc1C(=O)OCCCC,1,0,0,-2,1.4,-2,?
CC(C)CC(C)N (stereo not given),1,3,3,4,nt,nt,4
Clc1ccccc1CNCCc1c[nH]c2ccccc12,0,-1,-6,5,0.3,-5,0
O=S(=O)(c1ccc(F)cc1)N1CN2CCN(C2)C1,-7,-1,3,-1,nt,-5,2
O=C1NC(=O)N(c2cccc(Cl)c2)C(=O)/C1=C\c1ccc(Sc2nc3ccccc3[nH]2)o1,nt,-90,nt,12,6.2,9,3
COc1cc2c(cc1OC)-c1c(OC)c(OC)cc3c1[C@H](C2)N(C)CC3,-6,5,-4,-1,nt,nt,-13
CC(=O)N1CCN(CCN=Cc2c(O)n(-c3ccc(F)cc3)c(=S)[nH]c2=O)CC1,8,-3,-2,2,-0.1,-6,5
COc1cc2c(C(=O)O)c(C)n(C)c2cc1Br,nt,0,nt,5,nt,3,4
Cc1ccc(-n2c(C)nc3ccccc3c2=O)cc1C,nt,0,nt,-6,0.0,-1,-2

# Compound profiles, from the list above. Values in the order: PglD inh	S100A4 inh HTS	Statin myotox sup	ERp5 inh	E-selectin induc	SIRT5 block	DENV2 CPE
# CC(C)CC(C)N (stereo not given) as listed: 1	3	3	4	nt	nt	4
# COC(=O)C1=C(c2c(C)noc2C)C[C@@H]2CC[C@H]1N2C(=O)N1CCC(O)CC1 as listed: 2	-3	-2	0	0.9	nt	2
# CC1=NN=C(c2ccc(N)cc2)c2cc3c(cc2C1)OCO3 as listed: 3	-12	2	-3	0.0	0	9

# (continued)
SMILES,PglD inh,S100A4 inh HTS,Statin myotox sup,ERp5 inh,E-selectin induc,SIRT5 block,DENV2 CPE
CCC(=O)c1ccc(OC(=O)N(C)c2ccccc2)cc1,nt,-5,nt,-1,nt,nt,0
FCCN(CCF)c1cccc(Cl)c1,nt,-5,nt,6,0.0,-4,1
C=C(C)CC1(CC)C(=O)NC(=S)NC1=O,-3,0,2,-1,0.4,nt,-4
COC(=O)C1=C(c2cccc(OCc3ccccc3)c2)C[C@@H]2CC[C@H]1N2C(=O)NCc1ccc(C(F)(F)F)cc1,-4,-4,-24,2,0.3,-2,-1
COc1cccc(CN2CCNCC2)c1,-8,0,-2,-1,1.2,0,-5
NCCCN1CCN(c2ccccc2)CC1,-1,10,nt,2,-0.4,-4,-2
COc1cccc(-c2ccc([C@@H]3[C@H]4CN(C(=O)Cc5ccncc5)CCCCN4[C@H]3CO)cc2)c1,7,-3,nt,2,-0.1,3,-12
CCOC(=O)[C@]12Cc3ccc(C)cc3[C@H]1N(C1CCCCC1)C(=O)c1cc(OC)ccc12,nt,49,nt,2,-0.4,3,55*
COC(=O)C1=C(c2cccc3c2S(=O)(=O)c2ccccc2-3)C[C@@H]2CC[C@H]1N2C(=O)N1CCc2cc(OC)c(OC)cc2C1,4,11,-45,-4,1.2,nt,?
N=c1c[n+](C2CCCCC2)[n-]o1,3,-1,1,-2,3.6,-1,-3
COc1ccc(-c2nn(CCC#N)cc2C(=O)Nc2ccc(C(C)=O)cc2)cc1[N+](=O)[O-],7,0,0,-1,0.0,2,12
COC(=O)[C@@H]1[C@@H](CO)[C@@H]2Cn3c(ccc(-c4cccc(C(=O)N(C)C)c4)c3=O)[C@H]1N2CC1CC1,nt,-6,nt,3,0.1,-7,-13
CC(C)(C)n1cc(C(=O)c2ccccc2OCCCF)cn1,7,7,2,-2,0.0,-2,-2
COc1cccc(N=Cc2c(O)n(Cc3ccco3)c(=O)[nH]c2=O)c1,nt,13,nt,4,3.4,2,?
COc1ccc(NC(=S)NC(NC(=O)CF)C(Cl)(Cl)Cl)cc1[N+](=O)[O-] (stereo not given),-4,2,nt,-3,1.5,-4,1
COC(=O)[C@@H]1[C@@H](CO)[C@@H]2Cn3c(ccc(/C=C/c4ccccc4)c3=O)[C@H]1N2C(=O)C1CC1,-3,3,-5,-1,-0.3,-103,-5
C=CCN(CC=C)C(=O)CCN1CC1C (stereo not given),3,-10,4,-9,-0.1,nt,-10
CCC(=Nc1ccccc1NC(C)=O)c1c(O)n(C)c(=O)n(C)c1=O,-3,-6,24,-2,nt,-6,5
CC1CN1P1(=O)OCC(C)([N+](=O)[O-])CO1 (stereo not given),0,-4,7,3,1.6,2,-6
CCC1(CC(C)c2ccccc2)C(=O)NC(=O)NC1=O (stereo not given),2,0,-9,-3,-0.1,nt,4
CN(C)P(=O)(NC(=O)c1cccn1C)N(C)C,nt,-1,nt,1,nt,0,5
O=C(c1cccc2ccccc12)C1CCCN(Cc2ccon2)C1 (stereo not given),-1,-1,nt,3,nt,1,2
CC1CCCCN1CC(O)c1c[nH]c2ccccc12 (stereo not given),7,-13,-8,0,0.0,-2,5
O=c1[nH]c(=S)[nH]c(O)c1N=Nc1cc2c(cc1[N+](=O)[O-])OCO2,3,5,-2,0,nt,6,-1
Nc1cc2nc3ccccc3nc2cc1N,-6,-1,-3,6,0.3,nt,-1
# New compounds follow
SMILES,PglD inh,S100A4 inh HTS,Statin myotox sup,ERp5 inh,E-selectin induc,SIRT5 block,DENV2 CPE
O=C(COc1ccc(Cl)cc1)N1CCN(Cc2ccc([N+](=O)[O-])cc2)CC1,4,-5,nt,1,0.2,-1,-1
COc1ccc(C(=O)C2CCCN(Cc3ccsc3)C2)cc1OC (stereo not given),nt,-4,nt,5,-8.1,-2,2
COC(=O)C1=C(c2ccc(-c3ccccc3)c(F)c2)C[C@@H]2CC[C@H]1N2C(=O)NC1CCCCC1,4,-3,2,2,-0.1,nt,-6
O=C(O)CCC(=O)NCCC1=c2ccccc2=N/C1=C\c1c(O)n(Cc2ccc(F)cc2)c(=S)[nH]c1=O,-3,-6,1,-2,1.1,3,0
Cc1cccc(N=Nc2ccc(N(C)C)cc2)c1,0,-4,2,2,nt,2,2
COC(=O)C1=C(c2ccc(OCc3ccccc3)cc2)C[C@@H]2CC[C@H]1N2C(=O)NCc1cccc(F)c1,3,-14,-1,1,0.0,-9,-1
O=c1c2ccccc2nc(/C=C/c2ccccc2F)n1-c1ccccc1O,-3,3,17,-2,-0.3,-5,2
CC/C(=N\Nc1ccccc1)c1c(O)n(C)c(=O)n(C)c1=O,nt,11,nt,-2,0.7,-13,-10
O=c1cccc2n1CC1CC2CN(C(c2ccccc2)c2sc3ncnn3c2O)C1 (stereo not given),-1,4,9,0,-0.1,-10,3
CC1(C(=O)O)CC12c1ccccc1-c1ccccc12 (stereo not given),nt,12,nt,6,-0.2,-1,-2
COc1cccc(C(c2nnnn2Cc2ccccc2)N2CCC3(CC2)C(=O)NCN3c2ccccc2)c1OC (stereo not given),-2,4,-1,6,1.9,5,4
O=C(NCCN1CCC2(CC1)C(=O)NCN2c1ccccc1)c1ccc2ccccc2c1,nt,-5,nt,2,0.2,nt,-1
C=C1[C@H]2CC[C@H]3[C@]4(C)C[C@H](O[C@H]5O[C@H](CO)[C@@H](OS(=O)(=O)O)[C@H](OS(=O)(=O)O)[C@H]5OC(=O)CC(C)C)C[C@@H](C(=O)O)[C@H]4CC[C@]3(C2)[C@H]1O,5,-3,-3,2,3.2,3,-5
COC(=O)[C@@H]1C(OC(=O)c2ccccc2)CC2CCC1N2C (stereo not given in full),3,-3,4,1,nt,nt,1
O=C1NC(=O)N(c2ccccc2F)C(=O)/C1=C/c1ccc(Oc2ccc([N+](=O)[O-])cn2)cc1,nt,-7,nt,1,nt,3,-3
Cc1ccc(N)c(C)c1,1,3,8,3,nt,nt,82*
COC(=O)C1=C(c2ccc(F)cc2OCc2ccccc2)C[C@@H]2CC[C@H]1N2C(=O)NCc1ccc(F)cc1,-2,2,-7,3,-0.1,-2,nt
Cc1cc(C)c(C)c(C(O)(C(=O)O)c2ccccc2)c1 (stereo not given),nt,12,nt,-4,-0.2,nt,8
COc1ccc2[nH]c3c(c2c1)CCN[C@H]3C,nt,-10,nt,0,0.1,-1,?
O=C(Cc1ccccc1)N1CC2(C1)[C@@H](c1ccccc1)[C@@H](CO)N2Cc1cccc(F)c1,nt,-3,nt,-4,0.0,-4,18
Cc1ccc(N)c(C(=O)c2ccccc2)c1,1,-8,-10,-4,nt,-6,nt
CN(C(=O)Cc1ccc(Cl)c(Cl)c1)C(CN1CCCC1)c1cccc(OCC(=O)O)c1 (stereo not given),-2,-3,-3,-1,0.1,-4,-6
COc1ccc(-c2nn(CCC#N)cc2C(=O)NCc2ccccc2)cc1[N+](=O)[O-],-2,-5,1,3,0.1,0,0
COc1ccc(C2c3c(nc(C)[nH]c3=O)Oc3c2c(=O)oc2ccccc32)cc1 (stereo not given),nt,2,nt,4,nt,-1,-1
CC(=NCCN(C)C)c1c(O)n(Cc2ccccc2)c(=O)[nH]c1=O,nt,-2,4,2,4.8,-1,1
CN1CCc2cc3c(c4c2C1Cc1ccccc1-4)OCO3 (stereo not given),2,23,3,1,0.9,1,1
CCOc1ccc(NC(=O)N2C[C@H]3C[C@@H](C2)c2cccc(=O)n2C3)cc1,0,9,-3,9,nt,-2,-10
COc1ccc(CC(=O)N(C)C2CCCN(Cc3ccccc3F)C2)cc1OC (stereo not given),-6,-3,2,6,nt,-2,17
O=C(O)[C@@H]1[C@@H](CO)[C@@H]2Cn3c(ccc(-c4ccccc4F)c3=O)[C@H]1N2C(=O)c1cccnc1,1,-12,0,-11,0.0,-7,0

# Screens from PubChem.

# This is a subset; rates above refer to the full screens.
